E coli Lon inh: inhibitors of E. coli Lon protease, primary screen, biochemical, fluorescence polarization. purified E. coli Lon protease. inhibition, % at 7.94 µM. 360,000 compounds, 0.42% hits. AID 602123, 2011; in the data active means inhibition above about 13%, passing the limit was not always enough;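 further: 0% = enzyme with probe and DMSO and 100% = no enzyme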
MsrA inh: bovine MsrA enzyme inhibitors, primary screen, biochemical, absorbance, HTS; Methionine sulfoxide reductase A (Bos taurus); purified bovine MsrA, absorbance read-out; inhibition, % at 15.5 µM; 360,000 compounds, 0.75% hits; AID 651718, 2012; in the data active means inhibition above about 4.5%;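 further: 0% = vehicle wells with enzyme and 100% = reference inhibitor wells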
Tb MetRS inh: T. brucei MetRS inhibitors, primary screen, biochemical, luminescence; methionyl-tRNA synthetase (Trypanosoma brucei brucei); purified T. brucei MetRS, ATP depletion, Kinase-Glo luminescence; inhibition, % at 11.9 µM; 360,000 compounds, 0.4% hits; AID 624268, 2012;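 active means inhibition above a per-plate cutoff of the control wells' mean inhibition plus 3 SD, cut at about 5.5% in these data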;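 further: 0% = DMSO wells median and 100% = median of wells with control inhibitor compound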
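Dosing: 11.9 µM compound single dose, 0.9% DMSO; Assay system: purified T. brucei MetRS enzyme; Measured by: Kinase-Glo luciferase luminescence reporting remaining unconsumed ATP; Schedule: 15 min plus 2 h at 25 °C.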
Neddylation inh: inhibitors of cullin neddylation, primary screen, biochemical, TR-FRET, uHTS, NAE and Ubc12 | 360,000 compounds, 0.58% hits | AID 651699, 2012 | NEDD8-conjugating enzyme Ubc12 (Homo sapiens) + NEDD8-activating enzyme E1 regulatory … | calls only at 25 µM; in the data active means inhibition above about 36%
FAS TE block: FAS thioesterase domain inhibitors, primary screen, biochemical, fluorescence intensity, uHTS | inhibition, % at 15 µM | AID 602261, 2012 | Fatty acid synthase (Homo sapiens), P49327 | 360,000 compounds, 0.67% hits | recombinant FAS-TE, OMFH fluorogenic substrate, fluorescence endpoint;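 active means compounds whose normalised, plate-corrected inhibition of enzyme fluorescence in the single-dose primary screen is 50% or more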;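 further: 0% = DMSO with enzyme and 100% = substrate without enzyme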
CSN deneddyl inh: inhibitors of CSN-mediated cullin deneddylation, primary screen, biochemical, fluorescence polarization, uHTS; COP9 signalosome complex subunit 5 (Homo sapiens), Q92905; inhibition, % at 12.5 µM; 360,000 compounds, 0.38% hits; Purified CSN, SCF-Nedd8-OG deneddylation;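 active means pattern-corrected inhibition above about 35%, with an unprinted fluorescence ratio check between 0.5 and 1.5, limit read from the data, passing the limit was not always enough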;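 further: 0% = enzyme with substrate and 100% = substrate without enzyme; some results filed as inactive read as strong as hits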
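assay system = purified human Csn5 enzyme expressed in HEK293T cells | amount = 0.24 nM enzyme | buffer or medium = Tris/NaCl/DTT buffer, pH 7.5 | reagent = 10 nM SCFSkp2-Nedd8OG | compound = one concentration, 12.5 µM, 0.25% DMSO | times = 90 min reaction at room temperature | signal = FP | read-out basis = % inhibition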
Rin1-Abl PPI inh: inhibitors of Rin1-Abl protein binding, primary screen, biochemical, TR-FRET; inhibition, % at 7.35 µM; AID 588664, 2011; 360,000 compounds, 0.4% hits; in the data active means inhibition above about 5%, passing the limit was not always enough
Target sequence (P00519 whole entry, looked up): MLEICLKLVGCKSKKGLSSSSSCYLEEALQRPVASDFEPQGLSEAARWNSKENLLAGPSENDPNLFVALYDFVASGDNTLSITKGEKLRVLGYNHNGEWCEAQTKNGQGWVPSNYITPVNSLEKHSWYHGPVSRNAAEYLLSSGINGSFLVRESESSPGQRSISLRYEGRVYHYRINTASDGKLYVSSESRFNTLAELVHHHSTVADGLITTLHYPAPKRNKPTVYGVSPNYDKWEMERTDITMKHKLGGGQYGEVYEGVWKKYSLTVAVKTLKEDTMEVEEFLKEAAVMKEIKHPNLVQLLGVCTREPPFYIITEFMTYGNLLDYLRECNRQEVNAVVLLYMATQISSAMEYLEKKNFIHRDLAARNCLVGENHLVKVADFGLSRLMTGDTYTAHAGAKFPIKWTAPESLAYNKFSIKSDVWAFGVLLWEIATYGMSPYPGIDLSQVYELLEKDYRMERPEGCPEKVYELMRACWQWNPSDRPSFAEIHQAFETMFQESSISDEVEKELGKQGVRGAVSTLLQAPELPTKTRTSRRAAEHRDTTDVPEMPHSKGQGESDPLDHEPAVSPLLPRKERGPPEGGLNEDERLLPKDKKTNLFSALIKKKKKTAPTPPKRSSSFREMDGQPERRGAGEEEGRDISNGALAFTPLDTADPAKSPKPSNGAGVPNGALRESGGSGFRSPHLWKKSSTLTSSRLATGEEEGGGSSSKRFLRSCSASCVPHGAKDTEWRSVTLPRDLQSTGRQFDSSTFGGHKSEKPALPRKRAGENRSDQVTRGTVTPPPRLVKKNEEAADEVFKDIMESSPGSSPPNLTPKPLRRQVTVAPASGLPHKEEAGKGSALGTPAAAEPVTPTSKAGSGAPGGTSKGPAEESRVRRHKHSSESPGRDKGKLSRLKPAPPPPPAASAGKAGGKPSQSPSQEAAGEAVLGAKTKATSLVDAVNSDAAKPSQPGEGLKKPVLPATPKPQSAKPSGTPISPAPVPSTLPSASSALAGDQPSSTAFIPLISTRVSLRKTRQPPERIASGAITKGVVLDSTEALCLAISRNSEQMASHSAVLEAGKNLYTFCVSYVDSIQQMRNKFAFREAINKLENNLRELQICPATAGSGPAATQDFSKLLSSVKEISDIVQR
Target sequence (Q13671 whole entry, looked up): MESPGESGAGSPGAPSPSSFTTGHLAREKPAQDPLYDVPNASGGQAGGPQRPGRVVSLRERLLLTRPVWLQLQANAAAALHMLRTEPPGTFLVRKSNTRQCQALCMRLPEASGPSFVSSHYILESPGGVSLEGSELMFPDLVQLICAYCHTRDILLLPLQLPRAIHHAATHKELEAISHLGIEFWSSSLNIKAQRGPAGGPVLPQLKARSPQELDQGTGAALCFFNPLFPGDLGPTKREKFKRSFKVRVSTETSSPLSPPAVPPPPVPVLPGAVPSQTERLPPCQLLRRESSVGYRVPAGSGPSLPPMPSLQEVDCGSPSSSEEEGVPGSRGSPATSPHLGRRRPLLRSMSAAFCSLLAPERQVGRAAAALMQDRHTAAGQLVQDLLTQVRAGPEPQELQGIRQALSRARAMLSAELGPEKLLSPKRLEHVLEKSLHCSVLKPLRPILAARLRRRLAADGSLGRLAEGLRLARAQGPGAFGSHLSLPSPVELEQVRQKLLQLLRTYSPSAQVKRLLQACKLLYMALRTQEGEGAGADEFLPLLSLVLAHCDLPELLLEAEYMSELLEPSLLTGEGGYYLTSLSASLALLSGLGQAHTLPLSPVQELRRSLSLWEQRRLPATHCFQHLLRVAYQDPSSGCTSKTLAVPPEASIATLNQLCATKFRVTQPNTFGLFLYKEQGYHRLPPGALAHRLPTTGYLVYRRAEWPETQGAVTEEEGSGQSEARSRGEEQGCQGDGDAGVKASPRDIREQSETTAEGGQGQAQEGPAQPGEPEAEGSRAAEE
MsrA act: bovine MsrA enzyme activators, primary screen, biochemical, absorbance, HTS; purified bovine MsrA, absorbance read-out; activation, % at 10.6 µM; 360,000 compounds, 0.3% hits; in the data active means activation above about 7.5%;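 further: 0% = vehicle and 100% = reference activator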
PABP1 MLLE inh: inhibitors of PABP1 MLLE–PAM2 peptide binding, primary screen, biochemical, fluorescence polarization, FITC-PAM2, GST-MLLE. Polyadenylate-binding protein 1 (Homo sapiens), P11940. inhibition, % at 20 µM. 360,000 compounds, 0.36% hits. AID 588489, 2011; in the data active means inhibition above about 35%, passing the limit was not always enough;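 further: plate controls were DMSO wells with GST-MLLE for no effect and wells lacking GST-MLLE protein for full effect; some results filed as inactive read as strong as hits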
* hit, by the source's call; i = inactive; . = no result given. Random draw from the library; overall some 4% were active at least once.

SMILES	E coli Lon inh	MsrA inh	Tb MetRS inh	Neddylation inh	FAS TE block	CSN deneddyl inh	Rin1-Abl PPI inh	MsrA act	PABP1 MLLE inh
CC(C)N=C1NN=C(c2ccc(Cl)c(Cl)c2)CS1	-10	3.4	-0.4	i	-37	0	5	4	-35
Cc1cccc(C(=O)N2CCC(=O)N([C@H](COCc3ccccc3)Cc3ccccc3)CC2)c1	5	1.8	-1.1	i	4	8	.	-5	.
O=C(CSc1nc2[nH]ncc2c(=O)n1-c1ccccc1)c1ccc2c(c1)OCCO2	-3	-1.5	0.2	i	-64	4	2	-2	-17
O=C(CN1CCN(CC(=O)Nc2ccc(OCc3ccccc3)cc2)CC1)Nc1ccc(F)cc1	1	.	0.0	i	0	2	-3	-2	-3
CC(=O)c1cc(CN2CCC(N3CCC(C(=O)N4CCCC4)CC3)CC2)cs1	2	-0.2	-0.2	i	-3	0	-1	-1	8
CCOCCCn1c(=N)c(C(=O)NCc2ccc3c(c2)OCO3)cc2c(=O)n3cccc(C)c3nc21	-4	.	0.6	i	0	0	-7	-1	-5
Cc1cccc(NC(=S)N(Cc2ccc(Br)cc2)Cc2ccc(C(=O)O)cc2)c1	-5	-1.3	1.1	i	1	-14	3	-3	-43
CCN(CC)CCNc1c(C)cc(CO)c(Cl)c1C	-5	-0.3	-0.5	i	-10	-1	1	-10	-8
COc1ccc(CCNC(=O)CCN2C(=O)c3cccc4cccc(c34)C2=O)cc1OC	8	-0.5	-0.4	i	-3	12	-4	-4	-4
Cc1cc(Cl)cc2sc(NC(=O)c3ccco3)nc12	-7	.	0.7	.	0	5	-4	0	2
C=CC[C@@H](CC(=O)N(CCO)Cc1ccccc1)C(=O)N[C@@H](COC(=O)[C@@H](CC=C)CC(=O)OC(C)(C)C)Cc1c[nH]c2ccccc12	10	0.9	0.4	i	13	4	2	-9	-8
CC(=O)Nc1ccc(NCc2cccs2)cc1	-4	0.8	-0.8	i	-4	-1	-1	-6	11
CC(C)(C)OC(=O)N(CCc1ccccc1)Cc1cccc(OCc2cccc(NC(=O)C3CCC3)c2)c1	-16	0.7	-0.1	i	18	6	0	2	1
Cc1ccc(CCS(=O)(=O)c2ccc(C(C)(C)C)cc2)cn1	-4	-0.8	-1.3	i	-2	-5	-1	-1	1
O=[N+]([O-])c1ccc(CN2CCN(c3nc4ccccc4s3)CC2)cc1	5	0.8	-1.4	i	4	-3	4	-5	-6

The last 3 entries of the part before come first, to join the parts.
SMILES	E coli Lon inh	MsrA inh	Tb MetRS inh	Neddylation inh	FAS TE block	CSN deneddyl inh	Rin1-Abl PPI inh	MsrA act	PABP1 MLLE inh
CC(C)(C)OC(=O)N(CCc1ccccc1)Cc1cccc(OCc2cccc(NC(=O)C3CCC3)c2)c1	-16	0.7	-0.1	i	18	6	0	2	1
Cc1ccc(CCS(=O)(=O)c2ccc(C(C)(C)C)cc2)cn1	-4	-0.8	-1.3	i	-2	-5	-1	-1	1
O=[N+]([O-])c1ccc(CN2CCN(c3nc4ccccc4s3)CC2)cc1	5	0.8	-1.4	i	4	-3	4	-5	-6
O=S(=O)(c1ccccc1)N1CCCCC1CCc1ccccc1 (stereo not drawn)	-8	-0.5	-0.1	i	23	3	1	1	-11
CCc1nnc(NC(=O)c2sc3nc4c(cc3c2N)CCCCCC4)s1	10	0.5	0.4	.	-11	6	-2	-2	16
Cc1cccc2c1cnn2C(=O)CCC(=O)NC1CCCCC1	-2	0.1	0.0	i	-1	3	3	3	-1
CC(C)C(=O)NC(Nc1cccc([N+](=O)[O-])c1)C(Cl)(Cl)Cl (stereo not drawn)	-3	-0.1	-1.3	i	4	-2	0	-15	-1
N/C(=N\OC(=O)COc1ccc(Br)cc1)c1cccc([N+](=O)[O-])c1	-12	0.8	-0.3	i	32	-5	0	-3	9
Cc1ccccc1OCCN1C(=O)C(=O)c2cccc(C)c21	-4	0.3	-0.8	i	2	2	-6	0	15
CCCCc1nc2cc(C(=O)N3CCN(c4cnccn4)CC3)ccc2o1	85*	2.4	0.7	i	0	1	2	-3	8
Cc1nc(C(F)(F)F)c(C(=O)N=CN(C)C)s1	-1	0.4	-0.6	i	-3	-8	3	-2	8
CSc1ncccc1C(=O)OCC(=O)Nc1ccc(S(=O)(=O)N2CCCC2)cc1	10	-1.0	-0.8	i	10	-10	4	-9	5
CCOc1ccccc1NC(=O)CN1CCN(C(=O)C2CCCO2)CC1 (stereo not drawn)	1	-1.1	-0.5	i	-4	-3	-2	-4	-4
COc1ccccc1CNc1ncc(-c2ccc(F)cc2)n1C	-5	-1.0	0.5	i	-1	-6	2	-1	-13
O=C(O)/C=C/C(=O)Nc1ccc(C2(c3ccc(NC(=O)/C=C/C(=O)O)cc3)c3ccccc3-c3ccccc32)cc1	-5	-1.0	-0.1	i	4	13	-2	-2	21
O=C(Cn1c2[n+](c3ccc(C(F)(F)F)cc31)CCCCC2)Nc1ccccc1	7	1.3	28*	i	-10	-5	-4	-1	-106
C(=N\n1c2ccccc2c2ccccc21)/c1ccccc1	-10	-0.3	-0.2	i	21	-17	0	-5	-3
Cc1ccc[n+](/C(=C\C(=C=[N-])C#N)C(=O)c2ccc(Cl)cc2)c1	-3	4.8*	0.1	i	-4	0	2	-6	-10
Cc1ccccc1-n1c(=O)/c(=C\c2ccco2)s/c1=C(/C#N)C(=O)Nc1ccccc1	-17	-0.4	-0.6	i	62*	25	-4	-4	-35
CCn1c(SCC(=O)Nc2cc(C)on2)nc2c(c1=O)SCC2	1	3.1	0.6	i	-3	-2	5	-5	-2
Cn1c(-c2ccc(C=O)s2)nc2c3ccccc3c3ccccc3c21	-27	-0.6	-1.4	.	-38	47*	-3	1	53
O=C(NCc1cccs1)c1ccc(N2CCCCC2)nc1	-8	0.1	-0.6	i	-3	0	2	-5	1
O=C(COc1ccc(Cl)cc1Cl)N/N=C/C1CC=CCC1 (stereo not drawn)	-6	0.0	-0.4	i	8	3	1	-3	-1
COC(=O)c1ccccc1S(=O)(=O)N1CCC(C(=O)NCCC2=CCCCC2)CC1	4	-0.7	-0.5	i	4	-5	0	-7	-1
CC(C)(C)C1CCC2(CC1)CC(=O)c1ccccc1O2 (stereo not drawn)	1	0.1	0.3	i	8	1	1	-2	5
CCc1cccc(NC(=S)Nc2ccc(CN3CCOCC3)cc2)c1	0	1.5	0.2	i	-1	-3	-2	-2	13
COc1cccc(NC(=O)C2CCN(C(=O)[C@@H]3Cc4ccccc4CN3C(=O)OC(C)(C)C)CC2)c1	4	-1.0	-0.6	i	2	-3	-4	-12	-5
CN(C)/C=N/c1nc2ccc3c(c2s1)CCCC3	-10	1.2	0.2	.	3	0	2	-1	6
CC(=O)Oc1ccc(C(c2ccc(OC(C)=O)cc2)c2ccccn2)cc1	2	0.8	-0.6	i	1	-3	-2	-1	0
COc1cc(CNn2cn[nH]c2=S)cc(Cl)c1OCc1ccccc1	-6	0.4	-0.5	i	-6	3	7	-2	-25
CCOc1ccc(S(=O)(=O)NC(C)C)cc1C(N)=O	-17	0.4	0.3	i	-4	-2	1	-3	6
CCOC(=O)C1=C(C)Nc2ccccc2N=C1NC(=O)C(CC)c1ccccc1 (stereo not drawn)	-3	-0.1	-0.6	i	6	2	1	-2	-12
Cc1noc(C)c1NC(=O)N(C)C[C@@H]1Oc2c(NC(=O)NC(C)C)cccc2C(=O)N([C@@H](C)CO)C[C@@H]1C	0	-0.4	0.1	i	-9	-5	4	-2	-2

Six compounds out of the list, ordered by formula weight, smallest number first:
SMILES	E coli Lon inh	MsrA inh	Tb MetRS inh	Neddylation inh	FAS TE block	CSN deneddyl inh	Rin1-Abl PPI inh	MsrA act	PABP1 MLLE inh
CC(C)(C)C1CCC2(CC1)CC(=O)c1ccccc1O2 (stereo not drawn)	1	0.1	0.3	i	8	1	1	-2	5
O=C(NCc1cccs1)c1ccc(N2CCCCC2)nc1	-8	0.1	-0.6	i	-3	0	2	-5	1
CCc1cccc(NC(=S)Nc2ccc(CN3CCOCC3)cc2)c1	0	1.5	0.2	i	-1	-3	-2	-2	13
CCOC(=O)C1=C(C)Nc2ccccc2N=C1NC(=O)C(CC)c1ccccc1 (stereo not drawn)	-3	-0.1	-0.6	i	6	2	1	-2	-12
COC(=O)c1ccccc1S(=O)(=O)N1CCC(C(=O)NCCC2=CCCCC2)CC1	4	-0.7	-0.5	i	4	-5	0	-7	-1
Cc1noc(C)c1NC(=O)N(C)C[C@@H]1Oc2c(NC(=O)NC(C)C)cccc2C(=O)N([C@@H](C)CO)C[C@@H]1C	0	-0.4	0.1	i	-9	-5	4	-2	-2

The list goes on:
SMILES	E coli Lon inh	MsrA inh	Tb MetRS inh	Neddylation inh	FAS TE block	CSN deneddyl inh	Rin1-Abl PPI inh	MsrA act	PABP1 MLLE inh
CCCN1Cc2cccc(C(=O)NCCc3cccc(C)c3)c2C1=O	9	-0.7	-0.7	i	13	-1	-1	-4	2
COc1ccc(C)cc1NC(=O)CCN1CCCC1	2	0.3	-2.0	i	-6	-1	1	-4	-4
O=C(Cn1nnc(-c2ccccc2F)n1)N1CCCCC1	-7	-1.7	-0.2	i	-5	-5	-2	-3	20
CC(C)C(C(=O)NCC1CCCO1)N(Cc1cccs1)C(=O)CNS(=O)(=O)c1ccccc1 (stereo not drawn)	-5	0.9	-0.5	i	0	1	0	-2	-4
CCC1=NN(C(=O)COc2ccccc2)C(O)(c2ccncc2)C1 (stereo not drawn)	-3	0.8	0.1	i	-4	-1	6	-1	13
COc1ccc(S(=O)(=O)N2CCCN(CC(=O)Nc3ccc4c(c3)OCO4)CC2)cc1	4	0.8	-0.5	i	7	-5	-1	-2	3
CN(CC(=O)Nc1cccc(F)c1)C(=O)CCNC(=O)c1ccc(Br)cc1	-11	-0.4	0.4	i	-3	-2	1	-1	-70
COc1ccc(S(=O)(=O)N(C)C[C@H]2Oc3ccc(NS(=O)(=O)c4cn(C)cn4)cc3C(=O)N([C@H](C)CO)C[C@@H]2C)cc1	-8	1.2	-1.2	i	-12	4	0	-3	8
O=C(COc1ccccc1)Nn1cnc2ccccc21	-5	0.0	-1.3	i	-7	-1	5	-11	16
CCC(C)Oc1nc(C)cc(C)c1S(=O)(=O)c1ccccc1C (stereo not drawn)	5	0.3	-0.3	i	14	-1	1	-1	1
CCCc1n[nH]c(=O)c2c1nnn2Cc1ccccc1	-7	0.8	-0.2	i	-5	-1	4	-4	-7
Cc1cc(C)c(SSc2nnnn2-c2ccccc2)c(C)c1	5	0.3	0.0	i	-8	8	-2	1	-119

From PubChem
